Screening data from PubChem.
Abs 340nm – compound absorbs light at 340 nm; compound absorbance at 340 nm, fold over control; fold change at 10 µM; 65,000 tested, under 10 active;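 active = at 10 µM dose, initial 340 nm absorbance at least 2 fold that of control wells; inactive = change under 2 fold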;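 also: initial absorbance extrapolated from kinetic A340 decline of NADH oxidation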
NADH enzymes – inhibitors of enzymes used to reach an NAD/NADH endpoint; coupled PK/LDH NADH assays, four targets; IC50, µM (highest dose often 10 µM), for the others: at the top dose inhibition; 0.02% of 65,000 active; AID 774;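 active = single-dose screening hits from any of four coupled enzyme assays that gave an IC50 when retested across doses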;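 also: the DPM-DC format reads NADH fluorescence rather than 340 nm absorbance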
5HT1a ag – 5-HT1a (human) receptor agonism; P08908; CHO 5-HT1a Ga15 NFAT-bla reporter, FRET ratio; 0% basal, 100% maximal reference agonist; activation, % at 10 µM; 0.56% of 65,000 active;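 active = activation above the screen-wide mean activation plus 3 SD, cut at about 19% in these data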;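 also: 0% = DMSO wells and 100% = 5-CT at EC100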
Target sequence (P08908 whole entry, looked up): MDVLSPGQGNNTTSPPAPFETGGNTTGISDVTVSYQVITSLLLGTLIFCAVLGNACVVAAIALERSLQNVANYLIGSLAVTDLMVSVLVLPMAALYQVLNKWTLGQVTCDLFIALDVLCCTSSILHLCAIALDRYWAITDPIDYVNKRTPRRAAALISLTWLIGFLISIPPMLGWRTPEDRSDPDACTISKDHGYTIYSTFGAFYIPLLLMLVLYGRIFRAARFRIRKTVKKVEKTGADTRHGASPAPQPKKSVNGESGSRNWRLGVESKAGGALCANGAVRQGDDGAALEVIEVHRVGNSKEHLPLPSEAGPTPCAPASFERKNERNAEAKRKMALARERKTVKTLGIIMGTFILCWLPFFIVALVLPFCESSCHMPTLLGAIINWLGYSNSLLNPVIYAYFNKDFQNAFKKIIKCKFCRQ
SF1 activator – activates the human nuclear receptor SF-1 | activation, % at 10 µM | 1.9% of 65,000 active | AID 522 | Q13285 | CHO-K1 Gal4-SF-1 LBD luciferase reporter; % increase over DMSO SF-1-specific signal;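 active = activation above the mean activation of all tested compounds plus 3 SD, cut at about 50% in these data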
Target sequence (Q13285 whole entry, looked up, the tested form may be a part): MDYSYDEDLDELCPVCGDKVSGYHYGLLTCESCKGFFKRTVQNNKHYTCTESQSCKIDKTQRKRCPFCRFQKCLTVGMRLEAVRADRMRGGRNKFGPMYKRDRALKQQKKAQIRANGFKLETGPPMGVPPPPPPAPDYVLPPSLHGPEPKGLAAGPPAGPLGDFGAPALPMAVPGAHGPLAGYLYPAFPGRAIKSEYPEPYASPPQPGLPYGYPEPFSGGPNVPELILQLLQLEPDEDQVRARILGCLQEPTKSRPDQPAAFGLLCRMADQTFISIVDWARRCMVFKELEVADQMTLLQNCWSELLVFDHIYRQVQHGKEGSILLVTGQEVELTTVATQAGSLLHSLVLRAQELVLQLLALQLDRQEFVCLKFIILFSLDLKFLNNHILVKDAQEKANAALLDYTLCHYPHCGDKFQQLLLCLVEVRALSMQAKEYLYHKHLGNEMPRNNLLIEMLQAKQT
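Material: Transient Gal4-SF-1 LBD reporter, CHO-K1 | Input: 4,000 cells/well | Dosing: One dose, 10 µM compound, 1% DMSO | Incubation: 20 h compound treatment, 37 °C | Detection: SteadyLite luciferase luminescence | Evaluation: Percent activation relative to DMSO median and mock-transfected background | Benchmarks: DMSO-treated SF-1-transfected cells as negative, DMSO-treated mock-transfected cells lacking SF-1 as background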
MMP-13 inhibitor – inhibitors of human MMP13. AID 570. P45452. 0.07% of 65,000 active. MMP-13 fTHP FRET cleavage, Mca fluorescence. inhibition, % at 4 µM;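 active = inhibition above the mean of compound-free control plate wells plus 3 SD, cut at about 14% in these data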;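 also: 0% = DMSO wells and 100% = wells with reference MMP-13 inhibitor after basal subtraction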
RORa activator – activators of human nuclear receptor RORA | activation, % at 10 µM | CHO-K1 Gal4-RORA LBD luciferase reporter, luminescence; percent increase over mock-subtracted basal signal | P35398 | 1.5% of 65,000 active | AID 560;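 active = activation above the mean of all tested compounds plus 3 SD, cut at about 49% in these data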;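 also: 0% = DMSO-treated RORA cells and 100% = added signal equal to DMSO minus mock-transfected cells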
TNAP act DEA – human TNAP activation, intermediate phosphate acceptor; AID 813; P05186; activation factor at 20 µM; 64,000 tested, under 10 active; purified TNAP, CDP-star luminescence, 100 mM DEA, 30 min; stronger effect = higher value; scale: 0 levamisole-inhibited, 1 vehicle-only enzyme;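 active = activation factor of at least 2 at 20 µM, relative to controls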
Fluor 339 460 – intrinsic fluorescence of library compounds, ex339/em460 – biochemical, MLSMR library, data from DPM-DC assay, artefact control, profiling panel; fluorescence fold increase at 10 µM; 5.5% of 65,000 active; compound autofluorescence, ex339/em460 nm, NADH buffer; stronger effect = higher value; 1 = no-compound wells, NADH background;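 active = at 10 µM, mean starting fluorescence two-fold or more over control wells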;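 also: signal is the first read of a kinetic run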
5HT1a antag – blocks the human serotonin 5-HT1a receptor; P08908; CHO 5-HT1a Ga15 NFAT-bla reporter, antagonist mode; inhibition, % at 10 µM; 0.68% of 62,000 active;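 active = inhibition above the mean of all tested compounds plus 3 SD, cut at about 43% in these data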;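 also: receptor stimulated by 5-CT agonist at 100 nM near EC80; beta-lactamase reporter measured by ratiometric fluorescence of a cleavable substrate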
* marks the source's active call; other numbers are inactive results; · = no result given; [ ] = remark or other dose.

mol,Abs 340nm,NADH enzymes,5HT1a ag,SF1 activator,MMP-13 inhibitor,RORa activator,TNAP act DEA,Fluor 339 460,5HT1a antag
O=C(COc1ccccc1)Nn1cnc2ccccc21,1.1,3%,-3.2,15,4,36,0.9,1.3,-3
O=C(NC1CCCC1)C(c1ccncc1)N(Cc1cccs1)C(=O)c1csnn1 (configuration not stated),0.98,10%,-0.4,-11,-1,1,1.1,1.1,11
O=C(O)CCc1ccc(-c2cccs2)n1NC(=O)c1ccc(Cl)cc1,1.1,1%,·,·,·,·,0.9,1.1,·
CCOC(=O)CCSc1nc(C)cc(C(F)(F)F)c1C#N,1,1%,-2.8,-7,2,2,1.1,1.1,-5
COc1ccccc1N1CCN(C(c2cc3ccc(C)cc3[nH]c2=O)c2nnnn2C2CCCC2)CC1 (configuration not stated),1.1,6%,-2.2,4,-1,-10,1,1.5,2
CCN(CC)CCCN1C(=O)C(O)=C(C(=O)c2ccco2)C1c1cc(OC)ccc1OC (configuration not stated),0.99,6%,-0.1,7,4,-17,1,1.1,1
COc1ccc(OC)c(C2C(C(=O)c3cc4ccccc4o3)=C(O)C(=O)N2c2cc(C)on2)c1 (configuration not stated),1.1,5%,0.2,15,-3,10,0.8,1.1,-17
COc1cc(=O)[nH]c(=O)n1CC(=O)c1ccccc1,1,2%,1.4,7,2,-10,0.9,1.1,·
O=C(c1ccco1)N1CCN(c2ccc(Cl)c(Cl)c2)CC1,1,4%,1.4,22,3,-6,·,1.1,-2
Nc1nc(C(=O)N2CCOCC2)nn1C(=O)c1ccc(Cl)cc1,1,8%,-3.6,10,6,-2,0.9,1.1,-5

Additional results follow:
mol,Abs 340nm,NADH enzymes,5HT1a ag,SF1 activator,MMP-13 inhibitor,RORa activator,TNAP act DEA,Fluor 339 460,5HT1a antag
C=C(C)CSc1nncn1/N=C/c1ccc(OC)cc1,1.1,5%,0.9,55*,3,49*,0.8,1,-12
Cn1c(NCc2ccccc2)cc(=O)n(C)c1=O,1.1,2%,-0.4,-9,2,-1,0.8,1.1,-7
Cc1csc(NC(=O)CN2CCCCCC2)n1,1,25%,0.1,12,-1,1,0.9,1.1,5
Cc1cc(Cl)ccc1OCCCC(N)=O,1,2%,0.5,-4,5,8,0.8,1.1,1
Cc1ccc(-n2nc(-c3cccs3)cc2C(=O)NCC2CCCO2)c(C)c1 (configuration not stated),0.99,2%,-2.5,2,0,-6,1,1.1,6
COc1ccc(C2C(C(=O)c3ccco3)=C(O)C(=O)N2Cc2cccnc2)cc1OC (configuration not stated),1.1,3%,1.9,-26,-3,-18,1,1.1,-2
COC(=O)CN1C(=O)C(C)=C(c2ccc(C)cc2)S1(=O)=O,0.99,6%,-2.5,1,-2,5,0.9,1.2,3
CCC(=O)N1CCc2cc(S(=O)(=O)CCC(=O)Nc3ccc(CC)cc3)ccc21,0.98,5%,-3.9,4,-1,-5,1,1.1,-6
CC12CCC(C(=O)O)(C/C1=N\O)C2(C)C (configuration not stated),0.99,7%,-1.7,1,-5,-19,1,1.1,-9
COc1ccc2nc(NC(=O)C3COc4ccccc4O3)sc2c1 (configuration not stated),1,2%,-6.1,22,1,9,1,1,1

Going on with the list.
mol,Abs 340nm,NADH enzymes,5HT1a ag,SF1 activator,MMP-13 inhibitor,RORa activator,TNAP act DEA,Fluor 339 460,5HT1a antag
COc1cc(NS(=O)(=O)c2ccc(NC(=O)c3ccc(C)o3)cc2)nc(OC)n1,1.1,7%,-3.2,1,3,2,0.9,1.1,1
CCOC(=O)c1ccoc1CSCc1ccc(C(=O)OC)o1,1,3%,0.1,25,6,2,0.9,1.1,2
Cc1ccc(C(=O)OCC(=O)Nc2ccc3c(c2)OCO3)o1,0.98,2%,0.3,0,4,1,0.9,1,0
Cc1ccc(-c2nn(-c3ccccc3)cc2/C=C(\C#N)c2cccc(C#N)c2)o1,1,3%,0.9,-6,-6,-19,0.9,1.4,11
CSC1=C(C#N)C(c2ccccc2C)C(C#N)=C(N)N1 (configuration not stated),1.1,4%,1.0,6,3,16,0.9,1.2,-1
COCCCn1c(C)nc2c(c1=O)c1nc3ccccc3nc1n2CCc1ccccc1,1.1,4%[fluoresces],3.5,-7,-138[fluorescence artefact?],5,0.9,2.4*,·
O=C(Nc1ccccc1Cl)NC1(C(=O)NCCCN2CCOCC2)CCCCC1,1,5%,-0.3,5,0,-18,1,1.1,4
CC(C)CNC(=O)CSc1nnc(CN2CCCCCC2=O)n1-c1ccccn1,1,6%,-3.1,8,2,-7,1,1,-2
CN(C)c1nc(OCC(=O)NC(C)(C)C)nc(N(C)C)n1,1,6%,-3.4,1,-8,-1,0.9,1.1,-6
CC(C)(C#CCN1CCCC1)OCCC#N,0.98,2%,-2.7,-2,-4,-7,1,1.2,-13

Further records follow.
mol,Abs 340nm,NADH enzymes,5HT1a ag,SF1 activator,MMP-13 inhibitor,RORa activator,TNAP act DEA,Fluor 339 460,5HT1a antag
CCOC(=O)N1CCN(C(=O)CN(Cc2ccc(Cl)cc2)S(C)(=O)=O)CC1,0.99,5%,-1.0,-18,4,-6,0.9,1.1,-11
CCn1c(SCc2nc3ccccc3c(=O)[nH]2)nc2ccccc2c1=O,1.1,6%,-1.0,16,-2,5,·,1.1,2
CCOc1ccc(C(C)(C)C)cc1S(=O)(=O)N1CCOCC1,1,7%,-0.5,15,-2,4,0.9,1.1,5
CN1C(=O)CC(N2CCC(c3nc4ccccc4s3)CC2)C1=O (configuration not stated),1,2%,-0.4,-5,1,-2,1.1,1.1,9
O=C1NC(=O)C2(CCc3ccccc32)N1 (configuration not stated),1,0%,0.5,4,7,-21,0.9,1.1,-2
CCC(NC(=O)Nc1ccc(O)cc1)(C(F)(F)F)C(F)(F)F,1,3%,-0.3,-1,-2,-2,0.9,1.1,·
CCS(=O)(=O)N1CCC(c2nc(-c3ccc(C)cc3)no2)CC1,1,1%,-3.8,37,2,6,1,1.1,16
CCOC(=O)c1c(NC(=O)c2ccc(Cl)s2)sc(C)c1C,1.1,6%,-2.3,-6,-7,1,0.9,1.9,-8
COc1ccccc1OCCn1cc(C(=O)c2ccco2)c2ccccc21,1.1,8%,1.8,-21,-18,-23,0.9,1.1,13
O=C(CCc1nc2ccccc2c(=O)[nH]1)N1CCN(C/C=C/c2ccccc2)CC1,1,8%,0.3,-36,-4,-32,0.9,1.1,2

Further structures.
mol,Abs 340nm,NADH enzymes,5HT1a ag,SF1 activator,MMP-13 inhibitor,RORa activator,TNAP act DEA,Fluor 339 460,5HT1a antag
COc1ccccc1NC(=O)CSc1nnc(-c2ccco2)o1,0.99,6%,-0.4,-6,-1,1,0.9,1.1,-3
COc1ccccc1N1CCN(C(=O)c2cc(-c3ccco3)on2)CC1,1.1,5%,-3.0,-18,2,0,1,1,16
O=C(Nc1ccc(Oc2ccc(NC(=O)C3CCCO3)cc2)cc1)C1CCCO1 (configuration not stated),1.1,6%,0.7,9,4,-3,1,1.1,6
Cn1ccnc1Sc1nc(Nc2cccc(Cl)c2)nc(N2CCOCC2)n1,1,7%,2.1,5,2,-6,1,1,4
COc1ccc(OC)c(-n2c(O)cnc2Nc2nc(C)cc(C)n2)c1,1,4%,-3.6,-4,0,-7,0.9,1.1,-3
CN(C)CCNC(=O)c1cc2ccccc2oc1=O,1.1,7%,-2.8,7,-17,10,0.9,1.6,3
Cc1ccccc1-n1c(SCC(=O)N2CCOCC2)nc(O)cc1=O,1.1,4%,-4.0,-2,4,-4,1,1.1,8
O=C(OCCN1C(=O)CCC1=O)c1ccc(S(=O)(=O)N2CCCCC2)cc1,1,1%,-1.7,6,4,-6,1,1.1,5
COC(=O)C1=CN(CCCN2CCCC2=O)C=C(C(=O)OC)C1c1ccccc1C(F)(F)F,1,7%[fluoresces],25*,6,-271[fluorescence artefact?],-7,1.4,2.2*,-21
Cc1ccccc1-n1c(=O)cc(N2CCCCCC2)[nH]c1=O,1.1,3%,-1.7,6,-1,-13,1,1.1,8

Following part.
mol,Abs 340nm,NADH enzymes,5HT1a ag,SF1 activator,MMP-13 inhibitor,RORa activator,TNAP act DEA,Fluor 339 460,5HT1a antag
COc1ccc(-c2noc(CCC(=O)Nc3nc4ccccc4s3)n2)cc1,1,1%,-3.0,7,1,11,0.9,1.1,-2
Cc1[nH]c(=O)[nH]c(=O)c1S(=O)(=O)N1CCC(C(=O)N2CCN(Cc3ccccc3)CC2)CC1,1,8%,0.4,2,4,-7,0.9,1.1,-11
CCOc1ccccc1N(CC)C(=O)Cn1ncc2c(=O)oc3ccccc3c21,1.1,3%,0.2,-23,-7,-16,0.9,1.1,10
COc1ccc(Cl)cc1NC(=O)c1ocnc1C,1,7%,0.1,-2,3,-5,0.9,1,7
CCOC(=O)c1nc(-c2ccccc2)oc1N(C)C,1.1,5%[fluoresces],-2.9,1,-256[fluorescence artefact?],8,·,4.9*,18
CC(=O)Nc1ccc2nc(SCC(=O)O)sc2c1,0.98,9%,-1.1,3,1,-19,1,1.1,3
Cc1cccc(Cn2c(SCCN3CCCCC3)nc3c2c(=O)[nH]c(=O)n3C)c1,0.99,2%,-1.6,7,-2,19,0.8,1.1,-13
Cc1nc2ccc(S(=O)(=O)NC(C(=O)N3CCn4c3nc3ccccc34)C(C)C)cc2s1 (configuration not stated),1,11%,-1.8,-3,0,3,1,1.1,13
Cc1ccc2c(C)nc(NC3=NCN(CCc4ccccc4)CN3)nc2c1,1,6%,0.7,-5,-5,18,0.9,1.1,4
Cc1cc(NC(=O)c2cc(C3CC3)on2)no1,1.1,24%,-2.0,33,1,5,1,1.1,2
CCOC(=O)c1[nH]c(C)c(CN(Cc2ccco2)C(=O)C(F)(F)F)c1C,1,2%,-0.5,-1,-2,12,1,1.1,6
CCOc1ccccc1NC(=O)C1Cc2ccccc2CN1S(C)(=O)=O (configuration not stated),1,4%,-1.7,4,8,-12,0.9,1.1,6
Cn1c(CNc2nc3ccccc3n2CCN2CCCCC2)nc2ccccc21,1.1,3%,-0.4,6,-3,-15,1.4,1.1,10
